pAkt inh = Akt phosphorylation inhibition; activity change, % for hits at 50 µM; Neuro2A IGF-stimulated pAkt S473 HTRF, 20 min; active compounds read low; AID 651550; 360,000 compounds, 0.32% hits; in the data active means activity change below about -80%; inconclusive means mostly about -51% to -80%; further: on the % scale 0 is the no-effect control and ±100 the full control effect
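Neuro2A cells in DMEM with 0.5% FBS, overnight at 37 deg C, given compound at single 50 µM final, then IGF (6 nM final) for 20 min at 37 deg C. Lysed; phospho-Akt Ser473 by HTRF after 24 h, 665/615 ratio.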
EPAC2 antag = blocks human EPAC2 exchange factor; EPAC2 GEF exchange of Rap1B-BODIPY-GDP, fluorescence; Potency, µM (series often up to 114 µM), without a hit: at the top dose activity, negative = inhibition, usual class: inhibitors; 360,000 compounds, 0.18% hits; Q8WZA2; further: potency means the concentration at half of the fitted maximal effect; on the % scale 0 is the no-effect control and ±100 the full control effect; nearly all actives have a fitted effect of over 45% in size; many of its hits are not listed in these tables
PTHR1 ag = agonists of human PTHR1 parathyroid hormone receptor | 410,000 compounds, 0.075% hits | HEK293 GP2 PTHR1 cells, GloSensor cAMP luminescence, 1 h | AID 743266 | Potency, µM (doses to about 115 µM), for the others: at the top dose activation, hits mostly activators; further: potency means the concentration at half of the fitted maximal effect; nearly all actives have a fitted effect of over 55% in size; some results filed as inactive show a strong effect at the top dose; inactives centre near -15; many of its hits are not listed in these tables
Target sequence (Q03431 whole entry, looked up): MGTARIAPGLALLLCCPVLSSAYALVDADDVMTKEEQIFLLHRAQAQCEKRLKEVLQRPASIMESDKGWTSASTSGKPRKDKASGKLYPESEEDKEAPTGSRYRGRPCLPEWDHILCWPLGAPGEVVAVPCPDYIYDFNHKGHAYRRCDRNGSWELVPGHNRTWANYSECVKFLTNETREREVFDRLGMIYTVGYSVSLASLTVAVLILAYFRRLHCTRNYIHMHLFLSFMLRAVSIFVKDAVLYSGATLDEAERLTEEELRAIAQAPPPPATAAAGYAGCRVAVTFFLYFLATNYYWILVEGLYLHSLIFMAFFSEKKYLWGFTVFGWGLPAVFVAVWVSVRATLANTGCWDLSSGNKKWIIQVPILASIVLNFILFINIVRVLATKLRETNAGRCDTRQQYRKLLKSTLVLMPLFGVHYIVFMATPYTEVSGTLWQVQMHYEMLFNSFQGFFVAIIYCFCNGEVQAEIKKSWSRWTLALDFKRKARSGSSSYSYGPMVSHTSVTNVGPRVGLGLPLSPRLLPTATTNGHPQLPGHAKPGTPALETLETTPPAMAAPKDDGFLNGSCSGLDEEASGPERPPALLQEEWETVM
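HEK-293-derived GP2 cells expressing PTHR1 and a GloSensor cAMP reporter, 3,000/well, plated overnight, given luciferin plus IBMX (each 0.5 mM as added) for 1 h at 37 °C, then compound for 1 h at 37 °C. Luminescence was read after 15 min at room temperature.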
D3 antag = D3 dopamine receptor (human) antagonism. P35462. D3R cells, DiscoveRx beta-arrestin luminescence, antagonist mode; active compounds read low. max response, negative = inhibition, %. 360,000 compounds, 2.5% hits. AID 652054; in the data active means max response below about -50%; inconclusive means no clear call, values can overlap the other calls; further: on the % scale 0 is the no-effect control and ±100 the full control effect; mostly tested at two doses, the higher about 12 µM
Target sequence (P35462 whole entry, looked up): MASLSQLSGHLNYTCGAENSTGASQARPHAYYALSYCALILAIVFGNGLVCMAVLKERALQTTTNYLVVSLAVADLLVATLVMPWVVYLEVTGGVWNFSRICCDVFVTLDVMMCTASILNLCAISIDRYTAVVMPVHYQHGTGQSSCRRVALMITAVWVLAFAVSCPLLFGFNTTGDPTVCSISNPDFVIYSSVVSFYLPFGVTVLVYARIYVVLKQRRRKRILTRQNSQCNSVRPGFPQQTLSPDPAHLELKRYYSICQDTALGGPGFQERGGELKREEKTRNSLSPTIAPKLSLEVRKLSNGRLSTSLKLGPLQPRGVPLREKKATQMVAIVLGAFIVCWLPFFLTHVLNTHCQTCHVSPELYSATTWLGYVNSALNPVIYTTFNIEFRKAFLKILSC
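Cells expressing the human receptor were seeded at 1500 cells/well, incubated overnight at 37 degrees C in 5% CO2, then exposed to library compounds with dopamine controls for 90 minutes at 37 degrees C before luminescent detection.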
EPAC2 ag = agonists of human EPAC2 (RAPGEF4) | Q8WZA2 | EPAC2 activation, biochemical qHTS; response scale: 100% = 6.5 mM cAMP response | Potency, µM (series often up to 154 µM), inactives show at the highest dose activation, usual class: activators | 360,000 compounds, 0.079% hits | AID 720711; further: potency means the concentration at half of the fitted maximal effect; nearly all actives have a fitted effect of over 50% in size
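Setup: EPAC2 100 nM, labeled Rap1B complex 250 nM, free GDP 50 uM. Compound titrations pinned in, brief spin, 5 min room temperature incubation. Kinetic fluorescence read over 30 min, normalized to 6.5 mM cAMP.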
CCT chaperon mod = changes cytosolic chaperonin activity; activity change, % (concentration not given with the values), hits read low; purified chaperonin ATPase assay, HTRF ADP detection, 30 min; AID 651819; 360,000 compounds, 0.3% hits; in the data active means activity change below about -30%; further: on the % scale 0 is the no-effect control and ±100 the full control effect
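Nucleotide hydrolysis assay: TRiC at 20–40 nM final (set by batch activity) with 10 uM ATP, 30 min at 37 °C, in presence of 76 uM compound. Detection by competitive ADP HTRF, 30 min ambient.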
Mm-Cpn inhibitor = M. maripaludis TRiC chaperonin inhibition. purified Mm-Cpn ATPase, ADP Transcreener TR-FRET. Potency, µM (top dose mostly 76.9 µM), for the others: top-dose activity, negative = inhibition, actives largely listed as inhibitors. 330,000 compounds, 0.031% hits. AID 504842; further: potency means the concentration at half of the fitted maximal effect; on the % scale 0 is the no-effect control and ±100 the full control effect; nearly all actives have a fitted effect of over 80% in size
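Inhibition of chaperonin ATP hydrolysis is measured as reduced ADP production, detected by competitive TR-FRET in which signal falls with ADP. Final enzyme 25 nM and ATP 10 uM, reacted 30 min at 37°C.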
DRD3 agonist = activates the human D3 dopamine receptor | P35462 | D3R DiscoveRx beta-arrestin cells, luminescence, 90 min | max activation, % | 410,000 compounds, 0.58% hits | AID 652048; in the data active means max activation above about 30%; further: 0% is about no effect; mostly tested at two doses, the higher about 12 µM
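Agonist-mode cell screen: cells plated at 1500/well and incubated overnight at 37 °C, then exposed to library compounds for 90 min at 37 °C. Detection reagent was added for 30–60 min at room temperature, and luminescence was read.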
* hit, by the source's call; i = inactive; ? = inconclusive; / = not tested or not shown; ! = a repeat was not active; [ ] = another dose, or the depositor's remark. Unless noted, the call rests on the fitted dose curve; in most records, active means well fitted curve in the direction sought with a large enough effect; inconclusive means small, poorly fitted or top-dose-only effect, or another doubt; inactive means no such curve, though single readings can be large; an effect the other way counts as inactive or inconclusive.

# | Structure | EPAC2 ag | EPAC2 antag | PTHR1 ag | D3 antag | CCT chaperon mod | DRD3 agonist | pAkt inh | Mm-Cpn inhibitor
1 | C[N+]12CCC(CC1)C(=C(c1ccccc1)c1ccccc1)C2 | 1% | 0% | -25% | -6 | -4.0 | -5 | i | 1%
2 | CC/C(=N\Nc1ccccc1)c1c(O)n(C)c(=O)n(C)c1=O | 3% | 0% | -39%[inhibitor] | 2 | -1.4 | 0 | i | -1%
3 | O=c1c([N+](=O)[O-])cn(O)cc1[N+](=O)[O-] | -1% | -1% | i | 4 | -4.4 | 2 | i | /
4 | Cc1ccc(/C=C2/C(=O)NC(=O)N(CCc3ccc(F)cc3)C2=O)o1 | -5% | -3% | -23% | -10 | -1.6 | 4 | i | 1%
5 | COCCNC(=S)N1Cc2ccccc2-n2nncc2C1 | 2% | -3% | -24% | ? | 2.3 | -7 | i | /
6 | C[C@]12CCC3C(CC[C@H]4C[C@@H](O)CC[C@]34C)C1C[C@@H](Br)[C@@H]2O (some centres not stated) | -7% | 3% | i | 3 | 0.5 | -8 | i | -1%
7 | CCC(C)C12CN3CCN(CC(C)(C3)C1O)C2 (configuration not stated) | 8% | 3% | i | 17 | 1.8 | 4 | i | -1%
8 | CC(Cc1ccccc1Sc1ccccc1)N(C)C (configuration not stated) | -2% | 2% | i | -64* | 1.5 | -17 | i | 3%
9 | Clc1ccccc1CN1CCN(c2cccc3[nH]ccc23)CC1 | 10% | 8% | i | -80* | -2.5 | -9 | i | -3%
10 | c1cc2c(cc1CCNC1CCCCCC1)OCO2 | 6% | 5% | i | ? | 0.8 | -16 | i | 1%
11 | CN1CCN(C(=O)COc2ccc(Oc3ccccc3)cc2)CC1 | 14% | -8% | -3% | -21 | -3.6 | -16 | i | -5%
12 | O=C(CF)NC(Nc1cccc2cccnc12)C(Cl)(Cl)Cl (configuration not stated) | 10% | 1% | i | 18 | -2.8 | 1 | i | 3%
13 | O=C1NC(=O)N(CCC2=CCCCC2)C(=O)/C1=C/c1ccc(O)cc1 | -3% | -10% | -5% | 13 | -0.2 | 0 | i | -1%
14 | CCC(c1nnnn1Cc1ccccc1)N1CCC2(CC1)C(=O)NCN2c1ccccc1 (configuration not stated) | -2% | -9% | -1% | -20 | 1.3 | 3 | i | /
15 | Cc1cc(C)cc(N2C(=O)NC(=O)/C(=C\c3cccn3-c3ccccc3)C2=O)c1 | 17% | -5% | -55%[inhibitor] | ? | -0.9 | -3 | i | 1%
16 | COc1cc2c(cc1OC)C(C(=O)N1CCC3(CC1)OCCO3)C(c1ccccc1F)N(C)C2=O (configuration not stated) | 8% | 6% | i | 9 | 1.8 | -8 | i | -1%
17 | FC(F)(F)c1ccc2c(c1)nnn2C1CCN(Cc2nnnn2Cc2ccccc2)CC1 | -18% | -21% | -5%[57.5 µM] | ? | 0.4 | 0 | i | 0%
18 | Cc1ccc(N2C(=O)NC(=O)C3(Cc4ccccc4N4CCCC43)C2=O)cc1 (configuration not stated) | 0% | 3% | i | 25 | -1.5 | 4 | i | 2%
19 | CN(Cc1cccc(-c2ccncc2)c1)C(=O)Oc1ccc([N+](=O)[O-])cc1 | 10% | -18% | -47%[inhibitor] | 17 | 1.7 | 8 | i | /
20 | O=C(Cc1c[nH]c2ccccc12)NNCc1ccc(N(CCCl)CCCl)cc1 | -1% | -15% | i | ? | -0.3 | -20 | i | /
21 | CN(C)CCNC(=O)c1cccn(Cc2cccc(C(F)(F)F)c2)c1=O | 13% | -3% | i | -14 | -1.0 | -8 | i | -2%
22 | O=C1NCN(c2ccccc2)C12CCNCC2 | 5% | 13% | -8%[57.5 µM] | -86* | -0.7 | -33 | i | 1%
23 | CCCc1nc2ccccc2c(=O)n1-c1ccc(O)cc1 | 10% | -2% | i | -14 | -0.2 | 4 | i | -1%
24 | COC(=O)C12CCc3c(ccc4cc(OC)ccc34)C1=CC(=O)C2 (configuration not stated) | 11% | -11% | -26% | 6 | -1.5 | 2 | i | /
25 | Cc1ccc(-n2c(O)c(C=NCCN3CCOCC3)c(=O)[nH]c2=O)cc1 | -12% | 7% | -13%[57.5 µM] | 47 | -0.1 | 5 | -128%* | 2%
26 | Cc1nn(Cc2ccc(Cl)cc2Cl)c(Cl)c1C(=O)NC1CCCc2ccccc21 (configuration not stated) | 0% | 10% | -27% | 40 | -1.7 | 5 | i | 1%
27 | COC(=O)C1=C(c2ccc(F)cc2OCc2ccccc2)C[C@@H]2CC[C@H]1N2C(=O)NCCc1ccc(F)cc1 | 10% | -14% | -5% | -19 | -0.6 | -20 | i | 0%
28 | CCN(CC)CCCN=Cc1c(O)n(Cc2ccc(F)cc2)c(=O)[nH]c1=O | 0%[15.6 µM] | -3% | -7%[57.5 µM] | -9 | -0.4 | -3 | / | 0%
29 | COc1ccc(N=Cc2c(O)n(Cc3cccs3)c(=O)[nH]c2=O)cc1 | 5% | 0% | -10% | 8 | -1.2 | 2 | i | -8%
30 | CN(C)CC1CCCCC1=O (configuration not stated) | -1% | 0% | i | 12 | -1.2 | -8 | i | 0%
31 | C=C1C(=O)O[C@@H]2C[C@@H](C)[C@H]3C=CC(=O)[C@]3(O)C[C@@H]12 | 2% | 1% | -14% | ? | -2.0 | 10 | i | -6%
32 | COc1ccccc1N1CCN(Cc2cc(C)c(C)cc2O)CC1 | 18% | -6% | 14% | -84* | 1.9 | -16 | i | 0%
33 | Cc1ccc2c(c1)C1C[N+](C)(CC(=O)c3ccc(Cl)cc3Cl)CCC1N2C(=O)c1ccc(F)cc1 (configuration not stated) | 2% | 2% | -24% | 4 | -0.9 | -22 | i | -1%
34 | CCN(CC)S(=O)(=O)c1cccc(N=Nc2c(O)n(CC)c(=S)n(CC)c2=O)c1 | 3% | -11% | -41%[inhibitor] | -6 | -1.1 | 0 | i | ?
35 | O=C(c1ccco1)c1cn(Cc2ccc(Cl)cc2)c2ccccc12 | 7% | -2% | -50%[inhibitor][57.5 µM] | -10 | 1.3 | -4 | i | -5%
36 | CCOc1ccc(NC(=O)N2C[C@H]3C[C@@H](C2)c2cccc(=O)n2C3)cc1 | 0% | 20% | i | 3 | -2.3 | 6 | i | 1%
37 | O=C1NC(=O)C2(CCCc3ccc(N(CCCl)CCCl)cc32)N1 (configuration not stated) | 6% | -18% | i | 4 | 0.7 | 12 | i | /
38 | CCOc1ccc2c(c1)c(C(C)=O)c(C)n2Cc1ccco1 | -5% | -7% | -28% | -13 | -1.2 | 6 | i | 2%
39 | CCCCCc1nc2ccccc2c(=O)n1-c1ccc(Cl)cc1[N+](=O)[O-] | -10% | 9% | -11%[57.5 µM] | 19 | 0.7 | 29 | i | 0%
40 | O=C(CCCc1nc(-c2ccc(Cl)cc2)no1)NCC1CCCO1 (configuration not stated) | 0% | 4% | -41%[inhibitor] | 7 | 2.4 | 34* | i | 2%
41 | CSc1nnc(C2CCNCC2)n1C | -1% | 4% | i | -17 | 0.6 | 1 | i | 0%
42 | C#CC1(O)CCC2C3CCC4=CC(=O)CCC4=C3C=CC21C (configuration not stated) | 7% | 8% | i | 13 | -4.5 | 2 | i | /
43 | CCCCC(=O)N/N=C/c1c(O)n(CC)c(=S)n(CC)c1=O | -66%[inhibitor] | 38%[activator] | i | ? | -0.7 | -15 | i | 1%
44 | O=C(NN=Cc1ccc(N(CCCl)CCCl)cc1)C(=O)c1c[nH]c2ccccc12 | 13% | 0% | i | 3 | -1.3 | 5 | i | /
45 | O=C(O)C1C2CC3CC(C2)CC1(n1ncc(N2CCC4(CC2)OCCO4)c(Cl)c1=O)C3 (configuration not stated) | 2% | 8% | i | 6 | -1.2 | -11 | i | -1%
46 | Cc1sc2ncn(CC(=O)NCCCC(=O)N3CCC4(CC3)OCCO4)c(=O)c2c1C | 8% | 16% | 0% | -20 | 3.5 | -3 | i | -1%
47 | COc1cccc(N2C(=O)CC(=O)NC2=O)c1 | 7% | -4% | i | 11 | 0.6 | -4 | i | 1%
48 | CC(C)n1c(=O)c(C=Nc2ccc(S(N)(=O)=O)cc2)c(O)n(Cc2ccco2)c1=O | 5% | -10% | -22% | -29 | 0.2 | 0 | i | -4%
49 | Cc1[nH]c2ccccc2c1C(=O)C(=O)N1CC2CC(C1)c1cccc(=O)n1C2 (configuration not stated) | 13% | 8% | 9% | -14 | -1.0 | -15 | i | 1%
50 | Cc1ccccc1-n1c(C)nc2ccccc2c1=O | 6% | -7% | i | 11 | -0.6 | 68*! | i | -1%

(listing goes on)
# | Structure | EPAC2 ag | EPAC2 antag | PTHR1 ag | D3 antag | CCT chaperon mod | DRD3 agonist | pAkt inh | Mm-Cpn inhibitor
51 | O=c1c2ccccc2nc(CSc2ncnc3nc[nH]c23)n1-c1ccccc1Cl | -1% | -7% | -5%[57.5 µM] | 0 | -2.9 | -3 | i | -1%
52 | COc1ccc(CCNC(=O)COC(=O)Cc2ccccc2)cc1 | -1% | 0% | i | -16 | -1.6 | 3 | i | 1%
53 | COC(=O)C1=C(c2ccc(OC)c(OC)c2)C[C@@H]2CC[C@H]1N2C(=O)NCCOc1ccccc1 | 4% | 12% | i | -12 | -0.1 | 11 | i | 2%
54 | COP(=O)(NC(C)=O)SC (configuration not stated) | 11% | 13% | -14% | 0 | -2.3 | 1 | i | /
55 | COC(=O)C1=C(c2ccccc2)C[C@@H]2CC[C@H]1N2C(=O)NC1CCCCC1 | 3% | 6% | -23% | -2 | -3.0 | -1 | i | /
56 | COC(=O)C1=C(C)OC(N)=C(C#N)C12C(=O)Nc1ccccc12 (configuration not stated) | 1% | 5% | 3% | 16 | 0.0 | 8 | i | 0%
57 | CC1(C)CC(=O)C(C=NCCN2CCN(C(=O)Cc3ccc(Cl)cc3)CC2)=C(O)C1 | 0% | 4% | i | -2 | -1.9 | 7 | i | -1%
58 | CC(=O)c1ccc(OCC(=O)N2CCCC(N3CCN(c4ccccc4C)CC3)C2)cc1 (configuration not stated) | -1% | 2% | -16% | 4 | -2.3 | 0 | i | -3%
59 | COC(=O)C1=C(c2c(C)noc2C)C[C@@H]2CC[C@H]1N2C(=O)N1CCC(O)CC1 | 1% | -6% | i | 3 | -1.8 | 5 | i | 1%
60 | CCc1ccccc1N1C(=O)/C(=C/c2ccc(N3CCN(C)CC3)o2)C(=O)NC1=S | 18% | 2% | -2% | -4 | 1.0 | -3 | i | -4%

Screening results (PubChem)

The list is partial, so the mix of outcomes need not match the whole.
